# NOD1 NF-kB reporter – NOD1 signaling inhibitors, primary screen, cell-based, luminescence, uHTS (AID 1578); NOD1-driven NF-kB luciferase reporter cells, luminescence; higher % means a stronger effect; 290,000 compounds, 1% hits; inhibition, % at 4 µM; hits with a dose series show EC50 in µM; in the data active means inhibition mostly above about 36%, no sharp cut-off; inactive means mostly below about 34%;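 further: HEK-293T reporter cells stimulated with the NOD1 agonist gamma-tri-DAP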
# GPR35 arrestin U2OS – GPR35 antagonists blocking zaprinast-driven arrestin recruitment, primary screen, imaging, U2OS, beta-arrestin-GFP, zaprinast agonist (AID 2058); U2OS GPR35 beta-arrestin-GFP translocation imaging, zaprinast antagonism; higher % means a stronger effect; inhibition, % at 10 µM, or IC50 in µM where a hit was titrated; 290,000 compounds, 0.052% hits;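 active means inhibition of at least 50% with at least 30 cells and total cytoplasm GFP at most 10,000,000; inconclusive means under 30 cells or total GFP of 10,000,000 plus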
# GPR55 activation – GPR55 agonists via beta-arrestin recruitment, primary screen, imaging, U2OS cells, beta-arrestin-GFP redistribution (AID 1961) | G-protein coupled receptor 55 (Homo sapiens) | U2OS GPR55 beta-arrestin-GFP redistribution imaging; higher % means a stronger effect | activation, % at 10 µM, or EC50 in µM where a hit was titrated | 290,000 compounds, 0.048% hits;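 active means activation above 40% with more than 50 cells counted in the well; inconclusive means wells holding fewer than 50 cells, flagged as toxic or sparse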;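 further: U2OS osteosarcoma cells stably expressing GPR55 and beta-arrestin-GFP; plate controls were DMSO negative control for no effect and LPI positive control for full effect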
# KOR beta-arrestin-1 – KOR agonists, beta-arrestin recruitment, primary screen, cell-based, luminescence, uHTS (AID 1777) | 280,000 compounds, 0.02% hits | one-dose activation, % at 10 µM; EC50 in µM for titrated hits | Kappa-type opioid receptor (Homo sapiens) | KOR beta-arrestin recruitment, luminescence; higher % means a stronger effect; in the data active means activation above about 50%, passing the limit was not always enough; further: a part of the inactive calls stands beside numbers as strong as those of hits
# Myeloid diff 2 – induction of myeloid progenitor differentiation, primary screen, cell-based, flow cytometry, MLPCN library. 360,000 compounds, 1% hits. calls only at 10 µM. ER-HoxA9 myeloid progenitors, lysozyme-GFP differentiation. AID 624256, 2012;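 active means normalized GFP-positive differentiation at or above the plate's own cutoff, the solvent-only control mean plus 3 SD; inconclusive means no clear call, values can overlap the other calls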;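 further: cells exposed to compound for four days before flow analysis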
# GPR55 antagonists – GPR55 antagonists blocking LPI-driven arrestin recruitment, primary screen, imaging, U2OS, beta-arrestin-GFP, LPI agonist (AID 2013). G-protein coupled receptor 55 (Homo sapiens). U2OS GPR55 beta-arrestin-GFP translocation imaging, LPI antagonism; higher % means a stronger effect. inhibition, % at 10 µM; hits with a dose series show IC50 in µM. 290,000 compounds, 0.13% hits;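 active means spots per cell inhibited over 60%, with over 100 cells counted and total cytoplasm intensity under 500,000; inconclusive means wells with under 100 cells, flagged as likely toxic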;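 further: U2OS cells stably carrying GPR55 and arrestin-GFP stimulated by 5 µM LPI near EC80; imaged beta-arrestin-GFP aggregate spots per cell after agonist stimulation; plate controls were LPI-stimulated DMSO wells for no effect and DMSO wells without LPI for full effect; some results filed as inactive read as strong as hits; confirmed hits need IC50 under 10 µM and bright autofluorescent wells are also inconclusive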
# NOD2 inhibition – NOD2 signaling inhibitors, cell-based, luminescence, uHTS, HEK293 (AID 1566) | 290,000 compounds, 0.63% hits | one-dose inhibition, % at 4 µM; EC50 in µM for titrated hits | HEK293 NOD2/NF-kB luciferase reporter, luminescence; higher % means a stronger effect; further: many of its hits are not listed in these tables
# KOR beta-arrestin-2 – KOR antagonists, beta-arrestin recruitment, cell-based, luminescence, uHTS (AID 1778); Kappa-type opioid receptor (Homo sapiens); KOR beta-arrestin recruitment, luminescence, antagonist mode; higher % means a stronger effect; inhibition, % at 10 µM, or IC50 in µM where a hit was titrated; 290,000 compounds, 0.091% hits; further: strong numbers were not always called active
# HIV peptide binding – inhibitors of HIV fusion peptide binding, primary screen, biochemical, uHTS, fluorescence dequenching (AID 1986) | one-dose inhibition, % at 20 µM; IC50 in µM for titrated hits | cell-free peptide binding, fluorescence dequenching, 30 min; higher % means a stronger effect | 290,000 compounds, 0.3% hits; in the data active means inhibition mostly above about 52%, no sharp cut-off; inactive means mostly below about 76%; further: some results filed as inactive read as strong as hits
# Myeloid diff 2 GFP+ MAC1+ % – also measured in Myeloid diff 2; calls as there; GFP+ MAC1+ double positive, %; measured here: differentiation confirmed by MAC1 staining
# Active calls of the source: *; i = inactive; ? = inconclusive; · = not tested or not shown; [ ] = another dose, or the depositor's remark. Unless noted, no stated cut-off is given here; in the data, active means inhibition above about 50%; inactive means the rest. Not all compounds are listed; the hit share may differ from the screen's.
SMILES,NOD1 NF-kB reporter,GPR35 arrestin U2OS,GPR55 activation,KOR beta-arrestin-1,Myeloid diff 2,Myeloid diff 2 GFP+ MAC1+ %,GPR55 antagonists,NOD2 inhibition,KOR beta-arrestin-2,HIV peptide binding
COc1cccc(NC(=O)Cn2nnc(C(=O)Nc3ccccc3)c2N)c1,-19%,5%,0.3%,0.4%,i,1.1,51%,-10%,0%,-1.5%
Cc1noc(C(=O)NCc2ccco2)c1Cl,-15%,-7%,0.4%,6.0%,i,1.0,-7%,24%,13%,-0.7%
O=C(CSc1nnnn1C1CCCC1)Nc1ccccc1F,-8%,-1%,-1.9%,-3.7%,i,0.8,1%,-6%,15%,0.1%
COc1ccc(-c2cc3c(=O)n(CC(=O)NCCCN4CCC(N5CCCCC5)CC4)ncn3n2)cc1,-6%,36%,0.4%,20%,i,3.0,14%,6%,-42%,-0.2%
O=c1/c(=C\c2cccn2-c2ccccc2)sc2nc3ccccc3n12,-184%,3%,-0.2%,29%,i,0.5,-16%,-20%,-28%,3.1%
COc1ccc2c(c1)C(c1ccc([N+](=O)[O-])cc1)=NNC(c1ccco1)=N2,-4%,0%,-0.1%,1.9%,i,1.0,0%,-6%,-39%,-3.0%
Cc1cc2cc3c(cc2nc1SCC(=O)N1CCN(C(=O)c2ccco2)CC1)OCO3,4%,-12%,-0.1%,-1.2%,i,0.6,3%,13%,6%,1.1%
O=C(Nc1ccccc1)c1ccc(S(=O)(=O)N2CCC(C(=O)O)CC2)cc1,43%,-16%,0.3%,6.7%,i,0.2,-30%,10%,-6%,-0.7%
Cc1ccc(-n2nc(C)c3c(C)c(CCC(=O)Nc4ccc(CN5CCCC5)cc4)c(C)nc32)cc1,-1%,3%,-0.1%,0.5%,?,·,8%,19%,-3%,0.5%
O=C(O)c1ccc(CP(=O)(c2ccccc2)c2ccccc2)cc1,-15%,4%,0.0%,1.1%,i,0.4,-2%,7%,-17%[20 µM],-1.4%
CCCCCn1c(=O)c2ccccc2n2c(=S)[nH]nc12,-2%,0%,0.0%,-6.2%,i,0.6,4%,22%,29%,-1.7%
COc1ccc(Cc2nnc(SCC(=O)c3ccccc3)o2)cc1,-8%,-16%,-0.1%,-6.6%,i,0.9,2%,12%,-18%,-0.2%
O=C(NCC(=O)N1CC(O)CC1C(=O)N1CCCC1C(=O)OCc1ccccc1)OCc1ccccc1 (centres undefined),-27%,-5%,-0.8%,-8.4%,i,0.5,2%,16%,-16%,0.4%
COc1ccccc1N1CCN(C(=O)c2sc3nc(C)nc(N4CCN(c5ccccn5)CC4)c3c2C)CC1,33%,-8%,-0.1%,-2.1%,i,2.9,32%,16%,-27%,-1.3%
CC1(C)CC(NC(=O)c2cccc(F)c2)CC(C)(C)N1,-5%,2%,-0.1%,-1.4%,i,0.2,-16%,-4%,-23%,-0.2%
CCCN(CCC)C(=O)CP(=O)(c1ccccc1)c1ccccc1,-19%,9%,-0.1%,-0.5%,i,4.7,4%,6%,14%,-1.2%
O=C(Cc1cccs1)N1CCN(S(=O)(=O)c2cccc([N+](=O)[O-])c2)CC1,4%,3%,0.2%,2.0%,i,1.3,-6%,8%,-17%,-1.5%
CC(Oc1cc2oc(=O)cc(-c3ccccc3)c2cc1Cl)C(=O)NCC1CCC(C(=O)O)CC1 (centres undefined),14%,-3%,1.0%,-3.0%,i,3.6,1%,0%,-16%[20 µM],2.9%
COc1cccc(C(=O)N2CCC(n3nccc3NC(=O)CCOc3ccccc3)CC2)c1,-25%,20%,0.2%,-2.3%,i,4.9,-1%,3%,1%,-0.5%
C/C(=N\NC(=O)CCC(=O)NCc1ccccc1)c1ccco1,-28%,-4%,-0.1%,5.1%,i,1.1,-3%,1%,-16%,-0.7%
Cc1cc(=O)oc2c1ccc1oc(/C(=N/O)c3ccccc3)c(C)c12,47%,7%,0.5%,8.2%,i,0.5,-7%,27%,-45%,1.6%
O=C(c1cnn2c(C(F)(F)F)cc(-c3ccco3)nc12)N1CCCc2ccccc21,-4%,4%,-0.1%,2.8%,i,0.8,1%,-12%,6%,-2.2%
COC(=O)c1cc(NC(=S)NC(=O)c2ccccc2)ccc1N1CCOCC1,-15%,-1%,-0.2%,0.1%,i,1.2,17%,13%,1%,0.5%
CCCn1c(SCc2ccc(Cl)cc2)nc2c1c(=O)[nH]c(=O)n2C,4%,3%,-0.3%,-1.1%,i,1.1,7%,16%,-29%,0.5%
COc1ccccc1C(CNC(=O)CSc1ccc2ccccc2c1)N(C)C (centres undefined),-29%,11%,-0.1%,4.3%,i,2.2,-6%,12%,-13%,0.7%
CS(=O)(=O)N(CC(=O)NCCc1ccccc1)C1CCCCC1,-9%,4%,-0.1%,-1.1%,i,1.1,2%,0%,-20%,-1.0%
COc1ccc(NS(=O)(=O)c2ccc3c(c2)N(C(C)=O)CC(C)S3)c(OC)c1 (centres undefined),3%,-7%,-0.1%,15%,i,3.0,7%,27%,-25%,-1.4%
CC1CCCC(C)N1C(=O)c1cc2ncc(CCCl)cn2n1 (centres undefined),-11%,-12%,1.1%,-0.1%,i,0.8,4%,-13%,-53%,-0.5%
CC(C)NS(=O)(=O)c1ccc(CCC(=O)N2CCc3ccccc3C2)cc1,-20%,2%,0.0%,3.6%,i,0.2,0%,8%,26%,0.1%
COc1ccccc1OCCNC(=O)/C=C/c1ccc([N+](=O)[O-])cc1,-35%,3%,-0.2%,-1.5%,i,0.9,4%,12%,22%,-2.5%
COc1cc(C(=O)Oc2c(OC)cc(C(=S)N3CCOCC3)cc2OC)cc(OC)c1OC,11%,5%,-0.2%,-1.5%,i,0.6,-10%,13%,-26%[20 µM],0.8%
CC1CN(C(=O)C(C)N2C(=O)c3ccccc3C2=O)CC(C)O1 (centres undefined),-10%,10%,-0.2%,12%,i,4.6,-11%,7%,4%,-0.1%
Cc1cccc(C(=O)NNS(=O)(=O)c2ccccc2)c1O,-41%,7%,-0.2%,0.3%,i,0.2,13%,4%,-25%,-2.4%
O=C(Nc1nnc(SCc2c(Cl)cccc2Cl)s1)C1CC(=O)N(c2ccc3c(c2)OCCO3)C1 (centres undefined),-16%,-14%,-0.1%,-1.7%,i,0.3,5%,16%,-76%[20 µM],2.7%
Cc1ccc(NCc2nnc(SCC(=O)c3ccccc3)o2)c(C)c1,-28%,22%,-0.2%,-5.9%,i,2.4,-1%,-3%,-39%,2.4%
COc1ccc(CN2CCN(S(=O)(=O)c3ccc(NC(C)=O)cc3)CC2)cc1OC,11%,19%,-1.0%,0.7%,i,5.1,4%,6%,-41%,-0.1%
Cc1cccc(C)c1NC(=O)CSc1nnc(C)n1CC1CCCO1 (centres undefined),-29%,-4%,0.2%,·,i,0.5,6%,13%,-22%[20 µM],-1.1%
COc1ccc(-n2c(C)nc3cc(C(=O)O)ccc32)cc1,0%,7%,-0.1%,-4.8%,i,5.5,-5%,10%,3%,-1.0%
CC(/C=N/NC(=O)CSc1ccccn1)=C\c1ccc(C(C)C)cc1,-27%,12%,-0.3%,10%,i,0.4,0%,7%,-10%,-1.1%
CN(C)CCNC(=O)C(=O)C1C(=O)Nc2ccccc21 (centres undefined),-19%,-10%,-0.2%,-0.7%,·,·,-2%,10%,7%,0.8%

# 2 of the compounds above, field by field:
CC1CN(C(=O)C(C)N2C(=O)c3ccccc3C2=O)CC(C)O1 (centres undefined)
  NOD1 NF-kB reporter: -10%	GPR35 arrestin U2OS: 10%	GPR55 activation: -0.2%	KOR beta-arrestin-1: 12%	Myeloid diff 2: i	Myeloid diff 2 GFP+ MAC1+ %: 4.6	GPR55 antagonists: -11%	NOD2 inhibition: 7%	KOR beta-arrestin-2: 4%	HIV peptide binding: -0.1%
Cc1cccc(C(=O)NNS(=O)(=O)c2ccccc2)c1O
  NOD1 NF-kB reporter: -41%	GPR35 arrestin U2OS: 7%	GPR55 activation: -0.2%	KOR beta-arrestin-1: 0.3%	Myeloid diff 2: i	Myeloid diff 2 GFP+ MAC1+ %: 0.2	GPR55 antagonists: 13%	NOD2 inhibition: 4%	KOR beta-arrestin-2: -25%	HIV peptide binding: -2.4%

# Other compounds
SMILES,NOD1 NF-kB reporter,GPR35 arrestin U2OS,GPR55 activation,KOR beta-arrestin-1,Myeloid diff 2,Myeloid diff 2 GFP+ MAC1+ %,GPR55 antagonists,NOD2 inhibition,KOR beta-arrestin-2,HIV peptide binding
Cc1ccc2nc(N(CCN(C)C)C(=O)c3cc(Cl)sc3Cl)sc2c1,-38%,13%,0.3%,11%,i,0.2,0%,3%,3%,-1.9%
O=C(Nc1ncc(C(F)(F)F)cc1Cl)C1COc2ccccc2O1 (centres undefined),-28%,1%,-0.1%,-3.1%,i,0.8,5%,-3%,31%,1.9%
Cc1nn(Cc2ccc(C(=O)Nc3nccs3)cc2)c(C)c1Cl,-26%,17%,1.3%,-7.3%,i,3.7,8%,-62%,4%,0.5%
CCOC(=O)C#CC(CCc1ccccc1)OS(N)(=O)=O (centres undefined),8%,1%,0.4%,-4.1%,i,2.3,12%,17%,-23%[20 µM],4.6%
O=C(c1ccc(Cl)cc1)C1CCN(C(=O)c2ccccc2)CC1,-9%,0%,0.8%,0.3%,i,0.3,3%,8%,-73%[20 µM],-0.1%
Cc1cc(C)c(C(=O)Cn2nc(C)c([N+](=O)[O-])c2C)cc1C,-16%,7%,-0.1%,-4.4%,i,0.3,6%,3%,-2%,-0.3%
CN(C)c1ccc(C2C3=C(CCCC3=O)OC3=C2C(=O)CCC3)cc1,-23%,5%,0.3%,0.1%,i,0.6,0%,10%,-15%,19%
CCCc1[nH]nc2c1C(c1ccc(OCCN3CCOCC3)c(OC)c1)C(C#N)=C(N)O2 (centres undefined),-26%,12%,0.2%,5.3%,i,0.2,0%,-39%,-14%,2.6%
Cc1ccc(OCC(=O)Nc2ccc(S(=O)(=O)Nc3ccccn3)cc2)c(C)c1,0%,1%,0.2%,-9.5%,i,0.2,4%,2%,-24%,2.8%

# Two records picked at random from those above, as already listed:
SMILES,NOD1 NF-kB reporter,GPR35 arrestin U2OS,GPR55 activation,KOR beta-arrestin-1,Myeloid diff 2,Myeloid diff 2 GFP+ MAC1+ %,GPR55 antagonists,NOD2 inhibition,KOR beta-arrestin-2,HIV peptide binding
CCOC(=O)C#CC(CCc1ccccc1)OS(N)(=O)=O (centres undefined),8%,1%,0.4%,-4.1%,i,2.3,12%,17%,-23%[20 µM],4.6%
O=C(c1ccc(Cl)cc1)C1CCN(C(=O)c2ccccc2)CC1,-9%,0%,0.8%,0.3%,i,0.3,3%,8%,-73%[20 µM],-0.1%
